# Screens: PubChem BioAssay, several laboratories
# TRPM1 prom inh = reduces MITF-dependent TRPM1 promoter luciferase signal; SK-MEL-5 TRPM1 promoter luciferase, 24 h; inhibition, % at 12.5 µM; 330,000 compounds, 0.83% hits;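 active = mean inhibition across replicates of 60% or more, whatever share of single replicates reaches that level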; note: values of inactives mirror those of a sister screen read the other way
# NR2E3 ag-1 = human photoreceptor-specific nuclear receptor agonism | Q9Y5X4 | CHO-S Gal4-NCOR/VP16-NR2E3 two-hybrid, luciferase | inhibition of corepressor binding, % at 3.98 µM | 360,000 compounds, 0.35% hits | AID 602229;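 active = inhibition above the mean of all tested compounds plus 3 SD, cut at about 70% in these data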;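 note: 0% = DMSO with NR2E3 transfected cells and 100% = cells lacking NR2E3 construct; higher means lower luciferase signal from less NR2E3 corepressor binding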
# Target sequence (Q9Y5X4 whole entry, looked up, the tested form may be a part): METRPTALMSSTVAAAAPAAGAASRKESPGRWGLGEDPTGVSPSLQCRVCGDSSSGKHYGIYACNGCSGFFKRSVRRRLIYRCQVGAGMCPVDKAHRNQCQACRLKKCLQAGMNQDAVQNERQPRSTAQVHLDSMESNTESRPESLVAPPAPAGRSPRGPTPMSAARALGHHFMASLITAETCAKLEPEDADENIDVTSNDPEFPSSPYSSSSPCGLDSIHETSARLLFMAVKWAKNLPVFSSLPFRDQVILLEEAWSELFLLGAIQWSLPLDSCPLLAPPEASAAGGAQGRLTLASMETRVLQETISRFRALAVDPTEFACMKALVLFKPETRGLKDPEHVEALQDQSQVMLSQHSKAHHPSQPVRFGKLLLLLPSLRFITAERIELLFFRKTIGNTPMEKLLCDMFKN
# CF NFkB inh = inhibitors of cystic fibrosis induced NF-kB; KKLEB NF-kB-GFP reporter, PAF-induced, GFP fluorescence overnight; inhibition, % at 5 µM; 360,000 compounds, 0.86% hits; AID 588850;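 active = at least 50% inhibition at 5 µM, scaled per plate between neutral and stimulator controls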;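 note: PAF is a Pseudomonas aeruginosa culture filtrate used as stimulus; plate controls were PAF-stimulated DMSO wells for no effect and unstimulated DMSO wells for full effect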
# NR2E3 ag-2 = activates human photoreceptor nuclear receptor NR2E3; Q9Y5X4; GST-NR2E3/biotin-RetCOR TR-FRET, 1536-well; inhibition of corepressor binding, % at 4.78 µM; 320,000 compounds, 0.12% hits; AID 2300;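 active = percent inhibition above the cutoff of mean plus 3 SD of all tested compounds, set per screening campaign, cut at about 20% in these data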;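 note: 0% = DMSO wells and 100% = biotin wells as full block of FRET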
#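 Test system: GST-NR2E3 and biotin-RetCOR proteins | Quantity: 1.35 nM GST-tagged NR2E3 final | Medium: Tris pH 7.5 | Also added: 7 nM biotin-RetCOR | Dosing: Compound at 4.8 µM, single dose | Timing: 5 h at 4 °C | Detection: Time-resolved FRET | Read-out basis: Percent inhibition | Benchmarks: Biotin wells as high control, 0.6% DMSO wells as low control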
# Peg3 prom inh = reduces Peg3 promoter-driven luciferase expression in HeLa; HeLa PEG-Prom luciferase reporter, luminescence, overnight; inhibition, % at 20 µM; 360,000 compounds, 1.7% hits; AID 588405;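 active = inhibition of at least 50% at 20 µM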
# Shn3 3UTR inh = Schnurri-3 reporter inhibition in Clone20 osteoblasts; Clone20 osteoblast Shn3 3'UTR firefly luciferase, 24 h; 360,000 compounds, 0.52% hits; inhibition, % at 12.5 µM; AID 588674;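 active = mean inhibition of at least 75% with every replicate also reaching 75%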;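 note: 0% = median of neutral control wells and 100% = pilot-screen positive control compound; some compounds past the cut are filed as inactive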
# KKLEB tox = CF airway cell cytotoxicity counter-screen; activity change (cytotoxicity), % at 5 µM; 360,000 compounds, 0.36% hits; KKLEB CF airway cells viability, ATPlite luminescence, overnight; stronger effect = lower value; cells stimulated with P. aeruginosa culture filtrate;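 active = corrected activity change at or below -50% at 5 µM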
# LMP1 NFkB inh = inhibitors of Epstein-Barr LMP1-induced NF-kappaB reporter; LMP1-induced NF-kappaB luciferase reporter cells, luminescence; inhibition, % at 12.5 µM; 350,000 compounds, 0.69% hits; in the data active = inhibition above about 41%;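 note: 0% = neutral control wells and 100% = reference inhibitor control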
# iPSC survival up = hiPSC single-cell survival enhancement. AID 602274. 360,000 compounds, 0.044% hits. ATPlite luminescence; 100% = ROCK inhibitor wells, 0% = DMSO. survival enhancement, % at 20 µM; in the data active = survival enhancement above about 18%;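 note: cells exposed to compounds for 16 hours before the ATP read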
# HIF-2a inh = blocks HIF-2a reporter activity. 786-0 RCC cells HIF-2a reporter, luciferase luminescence, overnight. inhibition, % at 18.8 µM. 360,000 compounds, 0.72% hits;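 active = inhibition of the luminescence signal of 40% or more relative to plate controls, in a single-dose primary screen at 18.75 µM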
# TRAIL sens C8 = sensitizes caspase-8 expressing cells to TRAIL. NB7+C8 cells + TRAIL, ATPlite viability luminescence. inhibition (viability loss, TRAIL sensitization), % at 10 µM. 360,000 compounds, 1% hits;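 active = compounds causing at least 50% loss of cell viability in the single-dose screen, relative to plate controls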
# An asterisk follows results filed as active; . = no result given.
SMILES,TRPM1 prom inh,NR2E3 ag-1,CF NFkB inh,NR2E3 ag-2,Peg3 prom inh,Shn3 3UTR inh,KKLEB tox,LMP1 NFkB inh,iPSC survival up,HIF-2a inh,TRAIL sens C8
O/N=C/c1ccc(-c2cc(Cl)ccc2Cl)o1,-20,-32,49,-4,-19,7,-23,7,0.9,6,-5
Cc1cc(C)cc(OCC(=O)N(Cc2cccs2)C2CCS(=O)(=O)C2)c1 (centres undefined),3,-30,3,2,15,0,-9,2,0.1,18,-6
CCN(C(=O)COC(=O)c1cccc2ccccc12)c1c(N)n(Cc2ccccc2)c(=O)[nH]c1=O,-6,-3,-14,.,6,-13,6,2,-0.7,11,-12
COC(=O)C(Cc1ccc(O)cc1)N1Cc2ccccc2C1=O (centres undefined),-83,-47,-7,-1,-153,-106,5,-15,0.4,-221,-6
Cc1ccc(-n2c(Cn3c(C)nc4ccccc43)n[nH]c2=S)cc1,-2,4,-1,1,10,20,-5,-6,0.0,18,-6
COC(=O)c1ccccc1NC(=O)c1ccc(-c2ccccc2F)o1,-50,-87,59*,1,-58,3,-67*,12,1.7,-111,10
CC1(C(=O)NS(=O)(=O)C2CC2)CCCN(C(=O)CSc2ccccc2)C1 (centres undefined),.,-3,-13,.,8,-10,1,.,-1.3,7,-10
CCN(C(=O)COC(=O)c1cccnc1SC)C1CCCCC1,-7,-33,-1,4,15,5,8,-1,0.0,8,-8
CN(C(=O)COc1ccc(-c2nnco2)cc1)C1CCS(=O)(=O)C1 (centres undefined),-11,21,12,1,6,-5,-6,0,-0.3,3,9
CNC(=O)c1nn(-c2ccccc2)ccc1=O,2,-3,-10,1,-3,-13,-1,-3,3.1,5,5
O=C(COc1ccccc1)NNc1c2ccccc2nc2ccccc12,10,-1,-13,0,32,29,-3,-15,0.1,8,13
CCOc1ccc(C(C(=O)NCC2CCCO2)N(Cc2cccs2)C(=O)c2snc(C(N)=O)c2N)cc1 (centres undefined),8,-39,72*,1,48,20,-30,7,-0.1,5,6
CCOC(=O)[C@@H]1[C@H]2COc3cc(OC)ccc3[C@H]2N2C(=O)N(c3cccc(Cl)c3)C(=O)[C@@]12C,-8,3,-8,6,5,19,-6,-7,-0.7,-4,0
CC(=O)NCN1CCN(CNC(C)=O)CC1,5,-7,1,0,1,-36,-8,4,-0.8,18,-6
Cc1nc(C)c(C(=O)Nc2cccc(C)c2C)s1,-7,8,-10,3,-17,-8,-10,-5,-0.1,-42,8
O=S(=O)(c1ccccc1)c1nc(-c2ccc(F)cc2)oc1NCC1CCCO1 (centres undefined),13,-13,1,5,23,2,-4,-1,0.2,8,-12
Cc1cccc(C2=NN(c3ccc(Br)cc3)[C@@H](C(=O)N3CCOC3=O)[C@@H]2c2ccccc2)c1,-3,-18,6,.,13,-6,-1,-2,-1.8,15,-2
Cc1oc2c(c(=O)c1C)C(=O)CC(c1ccccc1)C2 (centres undefined),1,-12,8,1,7,5,10,2,-0.9,19,10
CN(C1CCCC1)C1CCN(C(=O)CNC(=O)/C=C/c2ccccc2)CC1,-7,20,7,1,-4,1,7,-4,-0.7,11,-4
Cc1c(NC(=O)c2cccc(S(=O)(=O)N3CCOCC3)c2)c(=O)n(-c2ccccc2)n1C,9,1,5,1,11,-15,-3,3,-1.0,18,4
O=C(CN1CCN(CC(=O)Nc2ccccc2Cl)CC1)NCC1(N2CCCCC2)CCCCC1,-16,-2,13,1,-5,-2,5,-3,-0.5,6,7
Cc1cccc(C)c1NC(=O)C1=C(O)c2sccc2N(C)S1(=O)=O,4,-19,6,2,4,-4,-1,3,-1.5,-2,-4
COc1ccc(OC)c(N2C(=O)[C@@H]3C(c4ccccc4Cl)=NO[C@@H]3C2=O)c1,14,-26,-9,13,10,-4,11,-1,0.4,-5,-3
COc1cccc(C2=NOC(C(=O)N3CCOCC3)C2)c1 (centres undefined),-45,-51,-3,-1,-161,-37,0,-5,3.4,-104,-12
CCOC(=O)c1c(C)[nH]c(C(=O)CN2C(=O)NC(CC)(c3ccccc3)C2=O)c1C (centres undefined),8,5,11,0,13,22,-15,1,0.0,10,12
O=C(NCCc1ccccc1)C1CCC(=O)N1C1CCCC1 (centres undefined),-20,-3,9,0,8,13,-11,4,0.4,12,2
COc1cc2c(cc1/C=C1/NC(=O)N(CC(=O)Nc3ccccc3)C1=O)OCO2,27,-5,-3,5,27,12,-8,3,0.7,11,-3
CC(C)[C@H](NS(=O)(=O)c1ccccc1)C(=O)OCC(=O)NC1CCCCC1,5,4,-22,.,12,-10,1,2,-0.6,-9,-27
CC(Sc1nnc(-c2cccnc2)n1N)C(=O)Nc1ccc2c(c1)OCCO2 (centres undefined),2,17,-26,.,10,-1,21,-7,-0.5,9,-3
Cc1cc(C)c(S(=O)(=O)N2CCOC2CNC(=O)C(=O)NCc2ccco2)c(C)c1 (centres undefined),.,-6,-19,6,-4,6,-11,4,2.4,4,5
N#CC1(c2ccccc2)CCC(=NO)CC1 (centres undefined),2,5,4,2,10,-10,2,0,0.9,4,-12
O=C(CCn1nc(-c2ccc(F)cc2)ccc1=O)NCc1ccccc1,3,11,2,-3,2,3,3,-12,0.0,29,-3
NC(=O)COC(=O)CNC(=O)c1cc(Cl)cc([N+](=O)[O-])c1,-2,-19,1,4,6,4,2,3,3.3,13,-4
Cc1cc(SCC(=O)N/N=C/c2ccc(O)c(O)c2)c(C)cc1Br,13,3,17,-4,6,.,-2,8,0.7,29,13
CCOC(=O)/C(C#N)=C/c1ccc(OCC(=O)Nc2ccc(OC)cc2)c(OC)c1,-7,-5,21,2,-3,8,2,5,-1.5,6,17
OC(c1ccccc1)C(Nc1ccccn1)c1ccccc1 (centres undefined),-5,-9,-6,.,15,19,-8,-4,-2.3,6,-3
Cc1nn(C)c(C)c1CN(C)S(=O)(=O)c1ccc(F)cc1,8,11,8,5,-12,29,0,6,-1.3,11,13
Cn1nnnc1SCC(=O)N1CCN(c2ccc(Cl)cc2)CC1,6,7,11,0,13,12,-2,3,-1.1,14,-1
CCC(C)(C(=O)NC1CCCCC1)N(C(=O)Cc1cccs1)c1ccccc1 (centres undefined),-15,9,6,1,18,17,8,15,-0.8,9,2
CC(C)c1nc(SCC(=O)N2CCc3ccccc32)n[nH]1,-44,-46,-9,4,-87,-16,-16,-12,-0.1,-172,-9
COc1ccc(S(=O)(=O)Oc2cccc(C(=S)N3CCOCC3)c2)cc1,3,-7,12,5,27,11,3,-1,-0.4,-6,10
CC(C)(C)c1ccc(OCC(=O)NNC(=O)Nc2ccccc2)cc1,15,-2,-11,0,6,-6,8,6,-0.3,9,-7
CN(C)c1ccc(-c2ccnc3c2CC(C)(C(=O)Nc2ccc(Cl)c(C(F)(F)F)c2)O3)cc1 (centres undefined),.,22,25,.,22,20,-6,.,20*,5,-10
O=C(CN1CCN(c2ccccc2O)CC1)NC(=O)NCc1ccccc1,-1,-22,13,3,5,4,-30,-4,-0.4,-7,2
CCOC(=O)c1ccc2c(c1)nc(C1CCN(S(=O)(=O)c3cccs3)CC1)n2CC,2,36,-11,0,11,63,-4,-1,-0.3,11,14
O=C(C1=C[C@@H](C2CC2)C[C@@H](OCc2ccc(CO)cc2)O1)N1CCN(Cc2ccc3c(c2)OCO3)CC1,4,-6,-22,-2,0,44,-2,3,-1.0,3,5
CCC(N=c1cc(-c2ccc(OC)c(OC)c2)oc2ccc(C)cc12)C(=O)O (centres undefined),-3,-16,6,0,-14,-31,-8,-2,-1.4,-1,2
O=C(c1cccc(S(=O)(=O)N2CCOCC2)c1)N1CCCCCC1,0,-9,-3,3,4,-22,0,-1,1.6,2,-2
CC[C@@H]1C(c2ccc(F)cc2)=NN(c2ccccc2)[C@H]1C(=O)N1CCOC1=O,4,-39,-5,.,11,-16,20,-3,-0.9,-11,-1
O=C(CSc1ncccn1)Nc1ccc2c(c1)CCC2,-27,-81,-11,-2,-112,.,11,-21,-0.8,-139,-1

# Among those listed so far, 2 have bromine.
SMILES,TRPM1 prom inh,NR2E3 ag-1,CF NFkB inh,NR2E3 ag-2,Peg3 prom inh,Shn3 3UTR inh,KKLEB tox,LMP1 NFkB inh,iPSC survival up,HIF-2a inh,TRAIL sens C8
Cc1cccc(C2=NN(c3ccc(Br)cc3)[C@@H](C(=O)N3CCOC3=O)[C@@H]2c2ccccc2)c1,-3,-18,6,.,13,-6,-1,-2,-1.8,15,-2
Cc1cc(SCC(=O)N/N=C/c2ccc(O)c(O)c2)c(C)cc1Br,13,3,17,-4,6,.,-2,8,0.7,29,13

# The results go on.
SMILES,TRPM1 prom inh,NR2E3 ag-1,CF NFkB inh,NR2E3 ag-2,Peg3 prom inh,Shn3 3UTR inh,KKLEB tox,LMP1 NFkB inh,iPSC survival up,HIF-2a inh,TRAIL sens C8
COc1ccc(S(=O)(=O)n2cccc2)cc1OC,-1,-11,13,0,-3,14,-10,-10,2.1,5,7
CS(=O)(=O)N1CCN(c2c(Cl)cccc2[N+](=O)[O-])CC1,1,-10,-2,0,0,-3,2,3,-0.2,-16,-13
CC(C)COC(=O)Nc1nnc(Cc2ccccc2)s1,-61,-62,26,5,-157,-22,5,-20,0.8,-151,1
O=C(NC(C(=O)O)c1ccccc1)c1ccccc1 (centres undefined),13,-22,-10,-1,-1,1,-2,-2,0.0,9,7
C/C(O)=C(/C=NCC(=O)O)C(=O)Nc1nccs1,2,-3,-14,-1,9,-11,10,-3,1.4,20,2
Cc1ccccc1NC(=O)c1ccc(F)c(S(=O)(=O)N2CCN(c3ccccn3)CC2)c1,13,1,-8,1,-7,57,13,14,1.0,7,1
CC(=O)COc1ccc2c3c(c(=O)oc2c1)CCCC3,-1,-36,-5,5,-119,-5,12,-17,-2.0,-166,14
CC(NC(=O)CSc1nc2ccc(N)cc2s1)c1ccccc1 (centres undefined),18,15,-4,-1,0,8,-8,1,0.6,-22,5
Cn1ccnc1SCC(=O)c1cccc(Br)c1,-63,-29,-12,2,-169,-43,14,1,-2.3,-174,9
CCCCSCc1nc2nc(Cl)c(Cl)nc2[nH]1,.,-8,35,.,-18,3,-11,2,-2.7,-64,7
CC1(c2ccccc2Cl)NC(=O)N(CC(=O)N2CCc3ccccc32)C1=O (centres undefined),9,1,0,.,5,6,19,-4,1.1,15,3
NC(=S)N/N=C/c1ccc2cccc(OCc3ccccc3)c2n1,-3,5,-15,-3,-13,-1,-2,6,0.1,9,6
C=CCn1c(=O)c2ccccc2n2c(Sc3nnnn3-c3ccccc3)nnc12,15,13,9,-1,21,25,-5,2,0.6,20,-1
CC1(C)Oc2cc3oc(=O)ccc3c3c2C2C1CCC(C)(O3)C2O (centres undefined),.,10,-7,.,-6,4,-12,.,0.4,16,5
Cn1c(SCc2ccc(F)cc2)nnc1-c1cnccn1,-14,-13,6,-1,-62,-27,-5,-15,-0.3,-71,0

# A portion of the library. The share of hits here may be higher or lower than overall.
